Assay outcomes: PubChem, National Center for Advancing Translational Sciences (NCATS)
AmpC no deterg = AmpC beta-lactamase inhibition without detergent; Potency, µM (titrated, usually from 57.1 µM), for the others: at the top dose activity change, negative = inhibition, usual class: inhibitors; 330,000 compounds, 0.52% hits; AmpC nitrocefin hydrolysis, absorbance 480 nm, 0.0001% Triton; AID 485341; P00811;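 note: potency is the fitted concentration of half-maximal effect; plate controls were no compound for no effect and no enzyme for full effect; nearly all actives have a fitted effect of over 20% in size; some results filed as inactive show a strong effect at the top dose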
Target sequence (P00811 whole entry, looked up): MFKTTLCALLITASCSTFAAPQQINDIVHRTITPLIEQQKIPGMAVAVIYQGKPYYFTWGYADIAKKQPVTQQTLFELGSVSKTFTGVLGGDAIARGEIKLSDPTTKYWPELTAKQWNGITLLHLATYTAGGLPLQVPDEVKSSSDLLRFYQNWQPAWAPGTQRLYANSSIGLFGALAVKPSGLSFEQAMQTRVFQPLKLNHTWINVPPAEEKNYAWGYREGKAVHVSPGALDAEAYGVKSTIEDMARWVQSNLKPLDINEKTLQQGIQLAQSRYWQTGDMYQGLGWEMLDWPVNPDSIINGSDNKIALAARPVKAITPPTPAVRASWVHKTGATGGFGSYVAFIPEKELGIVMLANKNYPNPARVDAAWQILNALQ
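AmpC (5.3 nM in the dispensed reagent) in 20 mM phosphate pH 7.0 with 0.01% (detergent screen) or 0.0001% Triton X-100 was preincubated with compounds for 15 min at room temperature. Nitrocefin was then added from an 800 uM solution, and hydrolysis was followed at 480 nm.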
Sm TGR block = S. mansoni TGR enzyme inhibition. Q962Y6. purified TGR, DTNB reduction, TNB absorbance 405 nm. Potency, µM (top dose mostly 114 µM), without a hit: top-dose activity change, negative = inhibition, usual class: inhibitors. 360,000 compounds, 3% hits. AID 485364; note: potency is the fitted concentration of half-maximal effect; nearly all actives have a fitted effect of over 60% in size
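Kinetic colorimetric format: TGR-catalysed, NADPH-driven DTNB reduction monitored via TNB absorbance. Enzyme dispensed at 20 nM; compound exposure 15 min at room temperature before reaction start.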
LmPK inhibitor = LmPK (Leishmania mexicana) enzyme inhibition; AID 1721; Potency, µM (titrated, usually from 57.5 µM), for the others: top-dose activity change, negative = inhibition, most hits filed as inhibitors; 290,000 compounds, 0.37% hits; purified LmPK, Kinase-Glo ATP luminescence, 1 h; Q27686; note: potency is the fitted concentration of half-maximal effect
Target sequence (Q27686 whole entry, looked up): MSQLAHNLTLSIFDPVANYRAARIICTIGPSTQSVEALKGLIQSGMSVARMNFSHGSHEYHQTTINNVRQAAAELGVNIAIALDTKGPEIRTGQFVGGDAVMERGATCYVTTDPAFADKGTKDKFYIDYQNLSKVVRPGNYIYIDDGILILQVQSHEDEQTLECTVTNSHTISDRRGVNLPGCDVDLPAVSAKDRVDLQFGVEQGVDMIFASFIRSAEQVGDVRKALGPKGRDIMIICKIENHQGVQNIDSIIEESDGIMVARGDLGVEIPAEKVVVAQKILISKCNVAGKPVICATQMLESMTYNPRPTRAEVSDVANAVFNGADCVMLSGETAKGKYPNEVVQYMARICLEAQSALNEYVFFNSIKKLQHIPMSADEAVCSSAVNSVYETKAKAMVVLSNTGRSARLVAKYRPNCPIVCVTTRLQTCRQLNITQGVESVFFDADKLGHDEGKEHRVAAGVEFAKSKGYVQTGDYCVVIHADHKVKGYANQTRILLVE
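Kinase-Glo luminescence read after 1 h RT reaction of 0.1 nM LmPK with 0.5 mM PEP and 0.1 mM ADP. Activity scaled between uninhibited and enzyme-free controls.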
Tb PYK inh = blocks Trypanosoma brucei pyruvate kinase | Q57TT1 | TbPYK enzyme, Kinase-Glo Plus ATP luminescence, 45 min | Potency, µM (doses to about 76.8 µM), for the others: at the highest dose activity, negative = inhibition, actives largely listed as inhibitors | 410,000 compounds, 0.12% hits; note: potency is the fitted concentration of half-maximal effect; nearly all actives have a fitted effect of over 50% in size
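Screened from lowest to highest concentration, compounds were pinned into TbPYK/substrate mixtures, and ADP (130 uM final) was added. Plates sat at room temperature for 45 min prior to Kinase-Glo Plus detection by luminescence.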
HCMV antiviral = inhibitors of human cytomegalovirus. 410,000 compounds, 4.5% hits. activity change, negative = inhibition, % at 57.5 µM. HFF cells, HCMV-luciferase reporter, 72 h; stronger effect = lower value; in the data active = activity change below about -60%; inconclusive = no clear call, values can overlap the other calls; inactive = above about -39%
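Inhibition of viral replication was scored as loss of reporter luminescence in HFFs infected with HCMV-luciferase (MOI 1 PFU/cell) for 72 h; compounds tested at 2 doses, normalized to buffer and Salinomycin controls.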
AmpC inh detg = AmpC beta-lactamase inhibition with detergent present; Potency, µM (top dose mostly 114 µM), inactives show at the top dose activity change, negative = inhibition, actives largely listed as inhibitors; AID 485294; AmpC hydrolysis of nitrocefin, absorbance 480 nm, 0.01% Triton; 370,000 compounds, 0.041% hits; P00811;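 note: potency is the fitted concentration of half-maximal effect; 0% = no-compound wells and -100% = no-enzyme wells; nearly all actives have a fitted effect of over 25% in size; some results filed as inactive show a strong effect at the top dose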
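AmpC (5.3 nM in the dispensed reagent) in 20 mM phosphate pH 7.0 with 0.01% (detergent screen) or 0.0001% Triton X-100 was preincubated with compounds for 15 min at room temperature. Nitrocefin was then added from an 800 uM solution, and hydrolysis was followed at 480 nm.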
AMA1 RON2 block = inhibitors of Plasmodium falciparum AMA1-RON2 interaction | AlphaScreen AMA1-biotinylated RON2 peptide binding | Potency, µM (series often up to 58.2 µM), for the others: at the highest dose activity change, negative = inhibition, usual class: inhibitors | 360,000 compounds, 0.2% hits;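 note: potency is the fitted concentration of half-maximal effect; 0% = vehicle wells and -100% = peptide control; nearly all actives have a fitted effect of over 45% in size; some results filed as inactive show a strong effect at the top dose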
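AMA1 (3D7) with his tag at 25 nM final met compounds first, then biotinylated RON2 peptide at 25 nM; detection used donor plus acceptor beads, 10 µg/mL apiece, read by AlphaScreen after 30 min at room temperature.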
An asterisk follows results filed as active; ? = inconclusive; / = no result given; & = joins results of further samples; [ ] = dose if it differs, or a comment. Unless noted, calls come from the whole dose curve; as a rule, active = well fitted curve in the direction sought with a large enough effect; inconclusive = small, poorly fitted or top-dose-only effect, or another doubt; inactive = no such curve, though single readings can be large; an effect the other way counts as inactive or inconclusive. Unless noted, % is set by controls: 0 for no effect and ±100 for the full control effect. Compounds were not picked by outcome, and some 7.4% of all compounds hit somewhere here.

Structure	Tb PYK inh	AMA1 RON2 block	AmpC no deterg	LmPK inhibitor	HCMV antiviral	Sm TGR block	AmpC inh detg
Cc1ccc(C)c(NC(=O)CC2Oc3ccccc3NC2=O)c1 (stereo not given)	6%	5%	-9%	-3%	-18	5%	-1%
COc1ccc(C(=O)Cn2c(=N)n(C)c3ccccc32)cc1	-2%	-4%	17%	0%	198	12%	6%
Cc1ccc(-n2c(O)c(C=Nc3ccc(S(N)(=O)=O)cc3)c(=O)[nH]c2=O)cc1	-4%	-9%	-17%	1%	-104*	?	-9%
O=c1oc2c(-c3cccc(F)c3)cc(O)cc2s1	1%	0%	-48%	5%	-40	-1%	3%
CCOC(=O)C(NC(C)=O)(Nc1cccc(F)c1)C(F)(F)F (stereo not given)	-10%	2%	3%	6%	18	5%	?
Cc1ccn2cc(-c3cc4ccccc4oc3=O)nc2c1	-18%	10%	-15%	14µM*	-39	?	-3%
Cc1ccc(C(=O)N2CCN(S(C)(=O)=O)C2)cc1	-3%	6%	-17%	2%	26	-1%	1%
COc1cccc(CNC(=O)CCNC(=O)N2CCn3c2nc2ccccc23)c1	1%	-8%	-6%	6%	?	-1%	-13%
O=C(NCc1ccc(F)cc1)C1CCCN(c2cnccn2)C1 (stereo not given)	9%	-6%	-8%	-3%	4	5%	-3%
COCCCn1c(-c2ccc(Cl)cc2)n[nH]c1=S	?	48%[activator]	-12%	?	-17	7%	-8%

Continuation:
Structure	Tb PYK inh	AMA1 RON2 block	AmpC no deterg	LmPK inhibitor	HCMV antiviral	Sm TGR block	AmpC inh detg
CCN(c1ccc(N=Cc2c(O)n(Cc3ccc(OC)cc3)c(=O)c3ccccc23)cc1)C(C)C	0%	-13%	-21%	-1%	-13	-7%	-11%
Cc1ccc(C2C(C#N)=C(N)Oc3cc(N)ccc32)cc1 (stereo not given)	0%	1%	-41%	-1%	-24	0%	0%
CS(=O)(=O)N1CCN(C(=O)Cc2ccc(Br)cc2)CC1	-4%	-2%	-16%	3%	-8	-28%	-14%
Cc1ccc(S(=O)(=O)NCc2ccccc2)cc1C(=O)N1CCN(S(=O)(=O)c2ccccc2)CC1	3%	7%	16%	/	-23	-4%	-4%
CC1=C(c2ccccc2)C=NNCC1=O	2%	14%	/	/	-5	/	/
O=C(NCc1ccccc1OC(F)(F)F)C1CCC(=O)N(CCCN2CCOCC2)C1 (stereo not given)	5%	-3%	/	/	-32	/	/
O=C(O)CCN(CCC(=O)O)c1ccccc1	-2%	12%	-9%	1%	18	1%	?
COc1ccc(N2Cc3cccc(C(=O)Nc4cccc(F)c4)c3C2=O)cc1	7%	/	/	/	-3	-3%	1%
CN(Cc1ccccc1)Cc1c(O)ccc2ccccc12	3%	?	-24%	-1%	27	0.89µM*	-20%
COc1ccccc1CNC(=O)[C@@H]1CCCN1S(=O)(=O)c1ccc(Cl)cc1	0%	0%	1%	6%	-15	-5%	-7%

Remaining list, next part.
Structure	Tb PYK inh	AMA1 RON2 block	AmpC no deterg	LmPK inhibitor	HCMV antiviral	Sm TGR block	AmpC inh detg
CCc1ccccc1NC(=O)CCCn1c(=O)c2cccn2c2ccccc21	-2%	/	/	/	10	7%	20%
CCn1c(O)c(C=Nc2ccccc2)sc1=S	-7%	-6%	-35%	5%	33	-5%	3%
COc1cccc(OCCNc2cc(N3CCOCC3)ccc2[N+](=O)[O-])c1	-11%	-21%	-22%	2%	31	-5%	-4%
COC(=O)c1ccc(COC(=O)C2CC(O)CN2S(=O)(=O)c2ccc([N+](=O)[O-])cc2)cc1 (stereo not given)	2%	-6%	2%	/	0	-20%	-3%
Cc1ccc(C)c(C(=O)COC(=O)c2cc(Cl)nc3ccccc23)c1	-8%	27%	-32%	3%	3	1%	-3%
O=C1OC(N2C(=O)CC[C@H]2C(=O)NCC2CCCO2)c2ccccc21 (stereo not given in full)	-7%	6%	-13%	6%	15	-16%	?
NCCCCCC(=O)O	3%	21%	-9%	/	19	-1%	0%
Nc1nc(NCc2ccco2)nn1-c1ccccc1	8%	28%	-9%	-1%	11	7%	?
CN(C(=O)COC(=O)/C=C/c1ccc(Cl)c(Cl)c1)c1c(N)n(Cc2ccccc2)c(=O)[nH]c1=O	-2%	0%	70%[activator]	/	3	-3%	?
COc1ccc(OCC(=O)NCc2ccc3c(c2)CCN3C(=O)c2cccc(C)c2)cc1	0%	/	/	/	?	-6%	-2%

A second format for two compounds above:
Under each structure: Tb PYK inh, AMA1 RON2 block, AmpC no deterg, LmPK inhibitor, HCMV antiviral, Sm TGR block, AmpC inh detg
- Nc1nc(NCc2ccco2)nn1-c1ccccc1
→ 8%, 28%, -9%, -1%, 11, 7%, ?
- CN(C(=O)COC(=O)/C=C/c1ccc(Cl)c(Cl)c1)c1c(N)n(Cc2ccccc2)c(=O)[nH]c1=O
→ -2%, 0%, 70%[activator], /, 3, -3%, ?

Going on with the list.
Structure	Tb PYK inh	AMA1 RON2 block	AmpC no deterg	LmPK inhibitor	HCMV antiviral	Sm TGR block	AmpC inh detg
O=C(CNS(=O)(=O)c1ccc(Br)cc1)N1CCN(c2ccc(F)cc2)CC1	-9%	-9%	-5%	-2%	-31	-14%	-5%
O=C(COC(=O)c1cc(S(=O)(=O)N2CCOCC2)ccc1Cl)NCc1ccccc1	-5%	0%	-4%	/	-10	/	/
COc1ccc([C@H]2CC(=O)C[C@@H](CCn3cc(-c4ccccc4)nn3)O2)cc1	2%	-7%	/	/	-16	/	/
Cc1ccc(C)c(S(=O)(=O)N2CCN(C(=O)c3ccccc3Cc3ccccc3)CC2)c1	1%	-5%	30%	/	-17	-2%	-18%
CSc1ncccc1C(=O)OCC(=O)Nc1ccc2c(c1)OCO2	1%	-17%	-7%	6%	48	-6%	-10%
CCOC(=O)c1sc2ccccc2c1S(=O)(=O)Nc1c(C)cccc1C	-7%	/	/	/	-13	6%	-3%
CC1CCN(c2nc3ccccc3nc2SCC(=O)Nc2ccccc2C(C)C)CC1	2%	/	/	/	8	0%	28%
Cc1cccc(CNC(=O)c2ccc(Cn3c(SCc4ccccc4)nc4cccnc43)cc2)c1	2%	/	/	/	25	-1%	19%
C#Cc1ccc(NC(=O)C2(C)CCN2C(=O)C2(c3ccccc3)CCCC2)cc1 (stereo not given)	0%	3%	/	/	0	/	/
C=CCn1c(-c2ccc(Cl)cc2)c[nH]c1=S	?	13%	-17%	7.9µM*	25	5%	?

(further entries)
Structure	Tb PYK inh	AMA1 RON2 block	AmpC no deterg	LmPK inhibitor	HCMV antiviral	Sm TGR block	AmpC inh detg
CCOc1ccccc1NC(=O)Cn1c(=O)n(Cc2ccco2)c(=O)c2ccc(C(=O)NC3CCCC3)cc21	4%	/	/	/	23	-10%	-2%
Cc1cc(Br)ccc1NC(=O)CN(C)C(=O)c1cc([N+](=O)[O-])ccc1N1CCOCC1	5%	14%	101%[activator]	/	3	-17%	?
CCC1(C(N)=O)CC2C=CC1C2 (stereo not given)	-4%	4%	/	/	6	/	/
C=C(C)COc1ccc(-c2n[nH]c(C)c2-c2ccc(OC)c(OC)c2)c(O)c1	-8%	96%[activator]	-52%	-6%	-84*	5%	9%
CCCCOc1cccc2c(=O)n(CC(=O)Nc3ccc4c(c3)OCCO4)ccc12	5%	-4%	/	/	-4	/	/
N#C/C(=C/c1ccc(CNS(=O)(=O)c2ccccc2)o1)C(=O)NCc1ccccc1	-12%	5%[11.6 µM]	-34%	1%	?	-4%	?
c1ccc(CN2CCOCC2)nc1	0%	10%	/	/	-2	/	/
COc1cc(C(CCN2CCCC(C)C2)c2c(OC)cc(OC)c3c2OC(=O)CC3c2ccc(N(C)C)cc2)cc(OC)c1OC (stereo not given)	-14%	20µM*	217%[activator]	1%	/	-15%	5%
Cc1[nH]c2ccccc2c1C(=O)C(=O)Nc1ccc2c(c1)OCO2	0%	-2%	-26%	6%	-3	-1%	4%
Cc1ccc(C(=O)OCC(=O)c2ccc(CC(=O)N3CCOCC3)s2)cc1C	3%	-11%	168%[activator]	/	-10	-7%	6%

Next section
Structure	Tb PYK inh	AMA1 RON2 block	AmpC no deterg	LmPK inhibitor	HCMV antiviral	Sm TGR block	AmpC inh detg
Cc1ccc(C2C(C#N)=C(N)N(N(C)C)C3=C2C(=O)CCC3)cc1 (stereo not given)	0%	8%	-20%	-1%	43	-6%	1%
COc1ccc(N2CC(C(=O)Nc3cccc(OC(C)C)c3)CC2=O)cc1 (stereo not given)	-2%	-9%	18%	4%	8	2%	-12%
CC(Oc1ccc(Cl)cc1Cl)C(=O)Nc1ccc2oc(-c3ccncc3)nc2c1 (stereo not given)	1%	1%	-14%	2%	-74*	-10%	?
Cc1c(CC(=O)N2C[C@H]3C[C@@H](C2)c2cccc(=O)n2C3)c(=O)oc2c(C)c(O)ccc12	-1%	3%	-13%	-7%	13	-20%	-8%
N#C/C(=C1\CCCN1)c1nc2ccccc2c(=O)[nH]1	3%	-9%	41%[activator]	1%	86	11%	-3%
CC1CC(C)CN(S(=O)(=O)CCNC(=O)c2ccccc2)C1 (stereo not given)	7%	0%	-7%	/	-36	1%	-3%
CCCNc1ncnc2c1c(-c1ccccc1)cn2-c1ccc(OCC)cc1	5%	/	/	/	?	18%	8%
COCCn1c(=NC(=O)c2ccc3c(c2)OCO3)c(C#N)cc2c(=O)n3cccc(C)c3nc21	/	/	-23%	6%	/	-5%	-16%
COc1ccc(NS(=O)(=O)c2cccc(C(=O)NNC(=O)c3ccc(=O)[nH]c3)c2)cc1	4%	-3%	-16%	/	-1	3%	?
COc1ccc(NC(=O)CCS(=O)(=O)c2cccc3nonc23)cc1Cl	8%&-4%	3%	-27%	1%	?	-23%&-10%	2%&-5%

(cont.)
Structure	Tb PYK inh	AMA1 RON2 block	AmpC no deterg	LmPK inhibitor	HCMV antiviral	Sm TGR block	AmpC inh detg
O=C(Nc1ccc2c(c1)CCC2)c1ccc(Br)s1	-3%	-4%	-41%	-15%	62	10%	4%
Cc1ccccc1C(=O)N1CCC(C(=O)Nc2ccccn2)CC1	3%	-20%	18%	/	-16	2%	-18%
O=c1oc2ccc3ccccc3c2cc1-c1nnc(-c2ccccc2)o1	0%	12%	-26%	0%	?	4%	0%
CN1CCN(c2cc(C(F)(F)F)nc3ccc(F)cc23)CC1	-10%	-1%	-10%	5%	-28	10%	1%
